Source: PubChem BioAssay
NR2E3 ag-1 = activates human photoreceptor nuclear receptor NR2E3. Q9Y5X4. GST-NR2E3/biotin-RetCOR TR-FRET, 1536-well. inhibition of corepressor binding, % at 4.78 µM. hit rate 0.12% among 320,000. AID 2300;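 active means percent inhibition above the cutoff of mean plus 3 SD of all tested compounds, set per screening campaign, cut at about 20% in these data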;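 further: 0% = DMSO wells and 100% = biotin wells as full block of FRET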
Target sequence (Q9Y5X4 whole entry, looked up): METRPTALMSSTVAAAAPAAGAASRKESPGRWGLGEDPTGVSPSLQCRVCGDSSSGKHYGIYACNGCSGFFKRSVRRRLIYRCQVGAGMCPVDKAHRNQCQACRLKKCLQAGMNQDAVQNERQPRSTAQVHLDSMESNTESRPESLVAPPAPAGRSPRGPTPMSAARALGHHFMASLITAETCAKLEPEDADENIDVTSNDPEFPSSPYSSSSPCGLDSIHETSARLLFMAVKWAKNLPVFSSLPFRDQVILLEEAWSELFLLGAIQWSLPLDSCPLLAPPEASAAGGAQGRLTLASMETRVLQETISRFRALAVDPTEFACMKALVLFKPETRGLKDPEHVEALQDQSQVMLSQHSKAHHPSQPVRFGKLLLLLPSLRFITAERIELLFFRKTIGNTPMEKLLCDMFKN
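Material: NR2E3–RetCOR corepressor complex / Amount: 1.35 nM GST-NR2E3 / Medium: Tris pH 7.5 / Compound: single nominal compound dose of 4.8 µM / Incubation: 5 h at 4 °C / Technique: TR-FRET, Eu(K)-anti-GST donor, streptavidin-D2 acceptor, ex 340, em 617/671 nm / Read-out basis: percent loss of FRET ratio relative to control wells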
Peg3 promoter = reduces Peg3 promoter-driven luciferase expression in HeLa | HeLa PEG-Prom luciferase reporter, luminescence, overnight | inhibition, % at 20 µM | hit rate 1.7% among 360,000 | AID 588405;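 active means inhibition of at least 50% at 20 µM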
HIF-2a block = inhibitors of HIF-2a | 786-0 RCC cells HIF-2a reporter, luciferase luminescence, overnight | inhibition, % at 18.8 µM | hit rate 0.72% among 360,000;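 active means inhibition of the luminescence signal of 40% or more relative to plate controls, in a single-dose primary screen at 18.75 µM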
Shn3 inh set2 = reduces Shn3 3'UTR luciferase signal in osteoblasts; hit rate 0.52% among 360,000; inhibition, % at 12.5 µM; Clone20 osteoblast Shn3 3'UTR firefly luciferase, 24 h; AID 588674;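 active means mean inhibition of at least 75% with every replicate also reaching 75%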;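 further: 0% = median of neutral control wells and 100% = pilot-screen positive control compound; some compounds past the cut are filed as inactive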
KKLEB cytotox = reduces viability of KKLEB cystic fibrosis airway cells | KKLEB CF airway cells viability, ATPlite luminescence, overnight; hits give low values; cells stimulated with P. aeruginosa culture filtrate | activity change (cytotoxicity), % at 5 µM | hit rate 0.36% among 360,000 | AID 602141;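 active means corrected activity change at or below -50% at 5 µM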
CF NFkB block = cystic fibrosis NF-kB activation inhibition; hit rate 0.86% among 360,000; KKLEB NF-kB-GFP reporter, PAF-induced, GFP fluorescence overnight; inhibition, % at 5 µM;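 active means at least 50% inhibition at 5 µM, scaled per plate between neutral and stimulator controls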;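 further: PAF is a Pseudomonas aeruginosa culture filtrate used as stimulus; plate controls were PAF-stimulated DMSO wells for no effect and unstimulated DMSO wells for full effect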
PDI turbidity = inhibitors of human protein disulfide isomerase | P07237 | PDI insulin aggregation turbidity, A650, 90 min | inhibition, % at 10 µM | hit rate 0.052% among 350,000;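 active means mean inhibition across replicates of 30% or more, whatever share of single replicates reach that level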;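 further: absorbance from insulin aggregation driven by PDI reduction with DTT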
Target sequence (P07237 whole entry, looked up): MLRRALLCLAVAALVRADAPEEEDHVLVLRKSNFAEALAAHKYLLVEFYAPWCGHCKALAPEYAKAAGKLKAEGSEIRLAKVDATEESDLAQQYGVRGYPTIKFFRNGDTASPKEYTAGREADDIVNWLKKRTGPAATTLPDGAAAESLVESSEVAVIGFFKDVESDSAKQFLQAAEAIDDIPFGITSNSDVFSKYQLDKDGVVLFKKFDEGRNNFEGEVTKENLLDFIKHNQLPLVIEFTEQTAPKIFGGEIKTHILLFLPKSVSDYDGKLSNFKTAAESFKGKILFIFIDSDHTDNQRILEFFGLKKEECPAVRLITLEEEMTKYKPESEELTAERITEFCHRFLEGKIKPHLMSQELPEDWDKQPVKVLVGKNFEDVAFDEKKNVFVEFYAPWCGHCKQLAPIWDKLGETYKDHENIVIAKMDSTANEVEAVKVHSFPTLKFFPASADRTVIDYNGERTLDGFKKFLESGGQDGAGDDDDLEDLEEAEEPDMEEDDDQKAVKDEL
NR2E3 ag-2 = agonists of human NR2E3 nuclear receptor; Q9Y5X4; CHO-S Gal4-NCOR/VP16-NR2E3 two-hybrid, luciferase; inhibition of corepressor binding, % at 3.98 µM; hit rate 0.35% among 360,000; AID 602229;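 active means inhibition above the mean of all tested compounds plus 3 SD, cut at about 70% in these data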;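 further: 0% = DMSO with NR2E3 transfected cells and 100% = cells lacking NR2E3 construct; higher means lower luciferase signal from less NR2E3 corepressor binding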
CaV13 ICDI inh = Primary screen for inhibitors of IQ motif and Ca2+-dependent inactivation inhibitor domain binding in CACNA1D, Förster resonance energy transfer in living cells, …; hit rate 0.098% among 340,000; inhibition, % at 12.3 µM; AID 743397; HEK cells, CFP/YFP FRET ICDI-IQ, plate reader, 10 min; percent FRET-ratio fall versus neutral wells;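 active means mean replicate inhibition of at least 30% and at least 1% of replicates passing that level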;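 further: 0% = median of the neutral control wells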
Vif imaging = inhibitors of HIV Vif; hit rate 0.35% among 340,000; AID 602346; HEK293T cells, Vif self-association by quenched fluorescence, imaging, 24 h; inhibition, % at 7.49 µM; in the data active means inhibition above about 50%, passing the limit was not always enough; further: some results filed as inactive read as strong as hits
MITF TRPM1 inh = MITF TRPM1 promoter inhibition in SK-MEL-5 cells; inhibition, % at 12.5 µM; hit rate 0.83% among 330,000; SK-MEL-5 TRPM1 promoter luciferase, 24 h;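 active means mean inhibition across replicates of 60% or more, whatever share of single replicates reaches that level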; further: values of inactives mirror those of a sister screen read the other way
The depositor's hits bear a star.

Results for Nc1ccc(Cl)cc1C(=O)OCC(=O)NC1CCS(=O)(=O)C1 (configuration not stated) ?
NR2E3 ag-1: 3; Peg3 promoter: 3; HIF-2a block: 22; Shn3 inh set2: 8; KKLEB cytotox: -1; CF NFkB block: -12; PDI turbidity: -3; NR2E3 ag-2: -13; CaV13 ICDI inh: 4; Vif imaging: -12; MITF TRPM1 inh: 11

Results for O=C(CC1(C(F)(F)F)OCCO1)Nc1ccc2c(c1)OCO2 ?
NR2E3 ag-1: 1; Peg3 promoter: -31; HIF-2a block: -17; Shn3 inh set2: -21; KKLEB cytotox: 3; CF NFkB block: -2; PDI turbidity: -1; NR2E3 ag-2: -10; CaV13 ICDI inh: -11; Vif imaging: 27; MITF TRPM1 inh: -5

How did CS(=O)(=O)c1ccc2nc(NC(=O)CS(=O)(=O)Cc3ccccc3)sc2c1 do in these assays?
NR2E3 ag-1: 2; Peg3 promoter: 1; HIF-2a block: -5; Shn3 inh set2: -8; KKLEB cytotox: 14; CF NFkB block: -10; PDI turbidity: -3; NR2E3 ag-2: -5; CaV13 ICDI inh: -4; Vif imaging: -2; MITF TRPM1 inh: -6

How did COc1ccc2nc(SCC(=O)NC3CCCC3)c(C)cc2c1 do in these assays?
NR2E3 ag-1: 9; Peg3 promoter: 39; HIF-2a block: -1; Shn3 inh set2: -28; KKLEB cytotox: -14; CF NFkB block: 18; PDI turbidity: -2; NR2E3 ag-2: -29; CaV13 ICDI inh: -7; Vif imaging: 13; MITF TRPM1 inh: 24

How did Cc1ccc2nc(N/N=C/c3ccccc3C#N)nc(-c3ccccc3)c2c1 do in these assays?
NR2E3 ag-1: 1; Peg3 promoter: -22; HIF-2a block: -40; Shn3 inh set2: 26; KKLEB cytotox: 0; CF NFkB block: 1; PDI turbidity: 10; NR2E3 ag-2: -22; CaV13 ICDI inh: -8; Vif imaging: -3; MITF TRPM1 inh: -13

How did Cc1ccc(OCC(=O)N2CCC(Cc3ccccc3)CC2)c([N+](=O)[O-])n1 do in these assays?
NR2E3 ag-1: 3; Peg3 promoter: -2; HIF-2a block: 5; Shn3 inh set2: 9; KKLEB cytotox: 0; CF NFkB block: 20; PDI turbidity: -3; NR2E3 ag-2: -11; CaV13 ICDI inh: -2; Vif imaging: 8; MITF TRPM1 inh: -5

How did CCOC(=O)C1=C(C)NC2=C(C(=O)CCC2)C1c1ccc(O)c(OCC)c1 (configuration not stated) do in these assays?
NR2E3 ag-1: -3; Peg3 promoter: -2; HIF-2a block: 23; Shn3 inh set2: 13; KKLEB cytotox: 2; CF NFkB block: 2; PDI turbidity: -8; NR2E3 ag-2: 4; CaV13 ICDI inh: -4; MITF TRPM1 inh: 4

How did CCSc1nc(C)cc(Oc2ccc(=O)n(C)n2)n1 do in these assays?
NR2E3 ag-1: 3; Peg3 promoter: 14; HIF-2a block: 12; Shn3 inh set2: 15; KKLEB cytotox: 5; CF NFkB block: -13; PDI turbidity: -2; NR2E3 ag-2: -1; CaV13 ICDI inh: -6; Vif imaging: 6; MITF TRPM1 inh: -1

What do the screens show for `COC(=O)c1sc2nc3c(cc2c1N)CCCC3`?
NR2E3 ag-1: 6; Peg3 promoter: -272; HIF-2a block: -292; Shn3 inh set2: -77; KKLEB cytotox: 7; CF NFkB block: -18; PDI turbidity: -5; NR2E3 ag-2: -195; CaV13 ICDI inh: 3; Vif imaging: 4; MITF TRPM1 inh: 7

Results for Cc1ccc(NC(=O)C(=O)NCC2CCCO2)cc1C (configuration not stated) ?
NR2E3 ag-1: -1; Peg3 promoter: -193; HIF-2a block: -275; Shn3 inh set2: -61; KKLEB cytotox: 2; CF NFkB block: -12; PDI turbidity: 0; NR2E3 ag-2: -104; CaV13 ICDI inh: -5; Vif imaging: 5; MITF TRPM1 inh: -70

Results for CN(C)c1ccc(/C=N/NC(=O)c2cccc(C(=O)N/N=C/c3ccc(N(C)C)cc3)n2)cc1 ?
NR2E3 ag-1: 5; Peg3 promoter: -36; HIF-2a block: -68; Shn3 inh set2: -41; KKLEB cytotox: -10; CF NFkB block: -11; PDI turbidity: 3; NR2E3 ag-2: -4; CaV13 ICDI inh: -1; MITF TRPM1 inh: -25

Results for CCn1c(SCC(=O)Nc2cc(C)ccc2C)nc2c(c1=O)SC(C)C2 (configuration not stated) ?
NR2E3 ag-1: 3; Peg3 promoter: 13; HIF-2a block: 19; Shn3 inh set2: -14; KKLEB cytotox: 1; CF NFkB block: 11; PDI turbidity: -13; NR2E3 ag-2: -9; CaV13 ICDI inh: -9; Vif imaging: 8; MITF TRPM1 inh: -1

How did CC(=O)N1CCN(c2ccccc2NC(=O)COc2ccc(Cl)cc2Cl)CC1 do in these assays?
NR2E3 ag-1: 2; Peg3 promoter: 7; HIF-2a block: 3; Shn3 inh set2: -20; KKLEB cytotox: -7; CF NFkB block: 14; PDI turbidity: 7; NR2E3 ag-2: -18; CaV13 ICDI inh: -5; Vif imaging: 0; MITF TRPM1 inh: 2

How did COC(=O)c1[nH]c2ccccc2c1NC(=O)CN1CCN(c2cccc(OC)c2)C(C)C1 (configuration not stated) do in these assays?
NR2E3 ag-1: 1; Peg3 promoter: 26; HIF-2a block: 19; Shn3 inh set2: 43; KKLEB cytotox: 3; CF NFkB block: 6; PDI turbidity: -8; NR2E3 ag-2: 5; CaV13 ICDI inh: -8; Vif imaging: -7; MITF TRPM1 inh: 8

How did Oc1ccccc1C1=Nc2ccccc2N=C(c2ccco2)C1 do in these assays?
NR2E3 ag-1: 1; Peg3 promoter: 25; HIF-2a block: -6; Shn3 inh set2: 20; KKLEB cytotox: -4; CF NFkB block: 8; PDI turbidity: -6; NR2E3 ag-2: -33; CaV13 ICDI inh: -4; Vif imaging: -14; MITF TRPM1 inh: 14

Results for C=CCn1c(SCCN2CCCC2)nc2c([nH]c3ccccc32)c1=O ?
NR2E3 ag-1: 1; Peg3 promoter: 14; HIF-2a block: 19; Shn3 inh set2: 12; KKLEB cytotox: -2; CF NFkB block: -4; PDI turbidity: -8; NR2E3 ag-2: -5; CaV13 ICDI inh: 3; Vif imaging: 4; MITF TRPM1 inh: -1

What do the screens show for `CC(=O)N(C)C[C@H]1Oc2ncc(Br)cc2C(=O)N([C@H](C)CO)C[C@@H]1C`?
Peg3 promoter: -3; HIF-2a block: 17; Shn3 inh set2: -5; KKLEB cytotox: 5; CF NFkB block: -20; PDI turbidity: -6; NR2E3 ag-2: -13; CaV13 ICDI inh: -6; Vif imaging: 7

Results for Cc1ccc2c(CC(=O)OCc3cc(=O)n4c(n3)sc3ccccc34)coc2c1 ?
NR2E3 ag-1: 2; Peg3 promoter: -36; HIF-2a block: -19; Shn3 inh set2: -5; KKLEB cytotox: 0; CF NFkB block: -16; PDI turbidity: -1; NR2E3 ag-2: -15; CaV13 ICDI inh: -7; Vif imaging: 24; MITF TRPM1 inh: -5

Results for O=S(=O)(c1ccc(S(=O)(=O)N2CCC3(CC2)OCCO3)cc1)N1CCCC1 ?
NR2E3 ag-1: 2; Peg3 promoter: -2; HIF-2a block: 17; Shn3 inh set2: 3; KKLEB cytotox: 6; CF NFkB block: -3; PDI turbidity: -2; NR2E3 ag-2: 5; CaV13 ICDI inh: -5; Vif imaging: 2; MITF TRPM1 inh: 10

How did O=C(O)CCCC(=O)N1CCCC1 do in these assays?
NR2E3 ag-1: 7; Peg3 promoter: -7; HIF-2a block: 14; Shn3 inh set2: -11; KKLEB cytotox: 4; CF NFkB block: -5; PDI turbidity: -3; NR2E3 ag-2: 10; CaV13 ICDI inh: -5; Vif imaging: -3; MITF TRPM1 inh: -10

What do the screens show for `CN(Cc1ccccc1)C(=O)c1ccc2sc([C@H]3C[C@H](O)[C@@H](CO)O3)nc2c1`?
Peg3 promoter: 4; HIF-2a block: -10; Shn3 inh set2: 5; KKLEB cytotox: -3; CF NFkB block: -6; PDI turbidity: -6; NR2E3 ag-2: -10; CaV13 ICDI inh: -6; Vif imaging: 0

What do the screens show for `Cc1cc2c(cc(C(=O)OC(C(=O)NCc3ccco3)C(C)C)n2C)o1` (configuration not stated)?
NR2E3 ag-1: 2; Peg3 promoter: 5; HIF-2a block: 4; Shn3 inh set2: 4; KKLEB cytotox: -16; CF NFkB block: -2; PDI turbidity: -4; NR2E3 ag-2: 13; CaV13 ICDI inh: -10; Vif imaging: -7; MITF TRPM1 inh: 5

Results for Cc1ccc(N(CC(=O)NC2CCCC2)C(=O)CCC(=O)Nc2ccccn2)cc1C ?
NR2E3 ag-1: -1; Peg3 promoter: 5; HIF-2a block: -8; Shn3 inh set2: 12; KKLEB cytotox: 2; CF NFkB block: 2; PDI turbidity: -3; NR2E3 ag-2: -18; CaV13 ICDI inh: -1; Vif imaging: -11; MITF TRPM1 inh: -13

How did Cc1ccc(NC(=S)NCc2ccc3c(c2)cc(C)n3C)c(C)c1 do in these assays?
NR2E3 ag-1: 0; Peg3 promoter: -54; HIF-2a block: 0; Shn3 inh set2: 9; KKLEB cytotox: 5; CF NFkB block: -2; PDI turbidity: 6; NR2E3 ag-2: 6; CaV13 ICDI inh: -5; Vif imaging: 12; MITF TRPM1 inh: 1

Results for O=C(NCCO)N1c2ccccc2Sc2ccccc21 ?
NR2E3 ag-1: 4; Peg3 promoter: 15; HIF-2a block: 16; Shn3 inh set2: -7; KKLEB cytotox: -15; CF NFkB block: 15; PDI turbidity: 6; NR2E3 ag-2: 12; CaV13 ICDI inh: -21; Vif imaging: -7; MITF TRPM1 inh: 2

Results for CC(CCc1ccccn1)C(=O)c1ccccc1 (configuration not stated) ?
Peg3 promoter: -23; HIF-2a block: -40; Shn3 inh set2: 17; KKLEB cytotox: -8; CF NFkB block: 35; PDI turbidity: 0; NR2E3 ag-2: -15; CaV13 ICDI inh: -6; Vif imaging: 19; MITF TRPM1 inh: 4

Results for CCN(CC)C(=O)CSc1nc2cccnc2n1-c1ccccc1OC ?
NR2E3 ag-1: 0; Peg3 promoter: 8; HIF-2a block: 14; Shn3 inh set2: -19; KKLEB cytotox: 6; CF NFkB block: -10; PDI turbidity: 9; NR2E3 ag-2: 0; CaV13 ICDI inh: 2; Vif imaging: 13; MITF TRPM1 inh: 6

How did CCC(=O)Nc1ccc(NC(=O)CSc2nnc(-c3ccc(O)cc3)n2CC2CCCO2)cc1 (configuration not stated) do in these assays?
NR2E3 ag-1: 1; Peg3 promoter: 9; HIF-2a block: 18; Shn3 inh set2: 6; KKLEB cytotox: -15; CF NFkB block: -6; PDI turbidity: 10; NR2E3 ag-2: 7; CaV13 ICDI inh: -17; Vif imaging: -4; MITF TRPM1 inh: -3

Results for CSc1ccccc1OCc1cc(C(=O)N(C)Cc2cnccn2)no1 ?
NR2E3 ag-1: 1; Peg3 promoter: -238; HIF-2a block: -221; Shn3 inh set2: -56; KKLEB cytotox: 6; CF NFkB block: -12; PDI turbidity: -4; NR2E3 ag-2: -132; Vif imaging: 5; MITF TRPM1 inh: -52
